Source: PubChem BioAssay (National Center for Advancing Translational Sciences (NCATS))
Integrin act MD – activators of alpha7 integrin expression for muscular dystrophy | Potency, µM (series often up to 38.3 µM), without a hit: top-dose activation, hits mostly activators | alpha7betagal myoblasts, beta-gal FDG fluorescence, 48 h | hit rate 0.064% among 350,000;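 note: potency is the fitted concentration of half-maximal effect; 100% = response of the positive control SU9516; nearly all actives have a fitted effect of over 60% in size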
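Alpha7betagal+/- myoblasts (passage 13) were plated 16-24 hr, then exposed to compounds (1:260 dilution of DMSO stock) for 48 hours at 37C. After MPER lysis, β-galactosidase reporter activity was read as FDG fluorescence (ex 480/em 540) after 30 minutes.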
BCR signal inh – inhibitors of chronic active B-cell receptor signaling | Potency, µM (titrated, usually from 46.1 µM), inactives show top-dose ratio change, negative = lower green/red ratio, most hits filed as inhibitors | AID 493014 | ABC-DLBCL IkBa-CBG/CBR reporter, luminescence ratio, 4 h | hit rate 0.05% among 340,000; active = well fitted inhibition curve with a large enough effect in the signal ratio, with a control signal flat, not every such curve was filed as active; inconclusive = small, poorly fitted or top-dose-only effect, or effect the other way, or a change in a side signal; the % refers to the signal ratio;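 note: potency is the fitted concentration of half-maximal effect; plate controls were basal doxycycline-induced cells for no effect and cells given 10 µM MG132 for full effect; MG132 reads +100%, hits lower the ratio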
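Concentration-response series (up to 46 uM) were applied to TMD8 dual-reporter cells for 4 h at 37C with doxycycline. Green/red ratio, after filter-overlap correction, defined %Activity; red signal alone was normalised to basal cells and zero luminescence.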
Eya2 phos inh – inhibitors of human Eya2 phosphatase activity; Potency, µM (series often up to 76.9 µM), inactives show at the highest dose activity, negative = inhibition, actives largely listed as inhibitors; AID 488837; hit rate 0.006% among 330,000; recombinant Eya2, OMFP fluorescence dephosphorylation (OMFP is methylfluorescein phosphate); note: potency is the fitted concentration of half-maximal effect; % is set by controls: 0 for no effect and ±100 for the full control effect
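Eya2 (0.2 uM) preincubated 10 min at ambient with compound, then OMFP substrate added at 50 uM; 10 min reaction in 50 mM HEPES pH 7.5, 50 mM NaCl, 5 uM MgCl2, 0.05% BSA, 1 mM DTT. Fluorescence read at Ex 485/Em 525 nm.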
ELG1 repair inh – ELG1-dependent DNA repair inhibition; HEK293T ELG1-luciferase reporter, luminescence, 16 h; DNA damage induced by 5-fluorouridine; Potency, µM (titrated, usually from 46.1 µM), without a hit: at the top dose activity change, negative = inhibition, actives largely listed as inhibitors; hit rate 2.3% among 330,000; AID 504467; note: potency is the fitted concentration of half-maximal effect; % is set by controls: 0 for no effect and ±100 for the full control effect; nearly all actives have a fitted effect of over 55% in size
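Step one: seed 2,000 cells per well. Step two: pin-transfer compound or DMSO alongside 5-fluorouridine. Step three: incubate 16 hr, 37 °C, 5% CO2. Step four: add ONE-Glo, wait 30 min, read luminescence.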
PTAP TSG101 blk – blocks PTAP/TSG101 interaction to inhibit HIV-1 budding. Q99816. Fluorescence polarization, FITC-PTAP peptide / Tsg101 binding. Potency, µM (series often up to 115 µM), for inactives: top-dose activity change, negative = inhibition, actives largely listed as inhibitors. 340,000 tested, under 10 active; active = well fitted inhibition curve with a large enough effect in the main read-out, with a control signal flat, not every such curve was filed as active; inconclusive = small, poorly fitted or top-dose-only effect, or effect the other way, or a change in a side signal; inactive = no such curve, though single readings can be large or run the other way; note: potency is the fitted concentration of half-maximal effect; % of control where 0% means no effect
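Fluorescence polarization binding of Tsg101 binding domain (10 uM final) to FITC-labeled PTAP peptide (50 nM final) in HEPES pH 7.5 buffer with NaCl, Tween 20, EDTA, TCEP. Compounds added before peptide; binding 20 min at RT.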
TSHR antagonist – antagonists of human thyroid stimulating hormone receptor; activity change, negative = inhibition, % at 11.5 µM; P16473; TSHR-expressing cells, TSH-stimulated cAMP HTRF, 2 h; stronger effect = lower value; hit rate 0.2% among 330,000;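 active = activity change below a set negative limit, meaning inhibition stronger than a set level, cut at about -70% in these data; inconclusive = activity change between two set negative limits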; note: % is set by controls: 0 for no effect and ±100 for the full control effect
Target sequence (P16473 whole entry, looked up): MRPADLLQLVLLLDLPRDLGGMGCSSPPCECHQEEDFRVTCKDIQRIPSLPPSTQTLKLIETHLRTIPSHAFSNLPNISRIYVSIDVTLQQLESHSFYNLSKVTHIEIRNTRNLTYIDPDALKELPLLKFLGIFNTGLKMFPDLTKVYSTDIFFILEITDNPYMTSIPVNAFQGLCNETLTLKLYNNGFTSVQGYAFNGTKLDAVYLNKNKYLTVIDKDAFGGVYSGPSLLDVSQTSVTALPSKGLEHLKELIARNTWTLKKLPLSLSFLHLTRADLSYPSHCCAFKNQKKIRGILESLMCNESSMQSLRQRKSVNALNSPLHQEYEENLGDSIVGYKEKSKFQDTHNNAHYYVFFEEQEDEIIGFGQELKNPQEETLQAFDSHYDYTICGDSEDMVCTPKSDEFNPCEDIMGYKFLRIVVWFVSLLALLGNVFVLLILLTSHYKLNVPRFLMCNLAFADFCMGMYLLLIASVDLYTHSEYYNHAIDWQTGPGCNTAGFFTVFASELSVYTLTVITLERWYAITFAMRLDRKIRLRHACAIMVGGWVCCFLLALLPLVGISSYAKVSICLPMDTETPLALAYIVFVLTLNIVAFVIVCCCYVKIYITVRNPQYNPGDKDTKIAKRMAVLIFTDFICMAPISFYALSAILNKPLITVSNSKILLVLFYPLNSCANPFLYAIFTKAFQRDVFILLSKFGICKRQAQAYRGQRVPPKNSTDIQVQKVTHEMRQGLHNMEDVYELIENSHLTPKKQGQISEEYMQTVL
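Freshly harvested TSHR cells receive pin-tooled compound, then EC80 TSH at 4nM final. After 2 hours at 37 deg C, antibody in lysis buffer and cAMP-d2 are added; 30 minutes at ambient temperature precede the HTRF read.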
A-T KAP1 phos – candidate therapy for ataxia-telangiectasia | Potency, µM (series often up to 57.5 µM), for inactives: at the highest dose activation, actives largely listed as activators | AID 485349 | hit rate 0.19% among 320,000 | […] A-T fibroblasts, KAP-1 phosphorylation AlphaLISA; neocarzinostatin DNA damage 30 min before lysis; note: potency is the fitted concentration of half-maximal effect; % of control where 0% means no effect; nearly all actives have a fitted effect of over 45% in size
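hTERT-immortalized A-T patient fibroblasts ([…]), 500 cells/well in OPTI-MEM, 1% FBS, got compounds for 60 min, then NCS for 30 min at 37C. Lysates were then assayed for phospho-KAP-1 by AlphaLISA (anti-pKAP1 donor, anti-KAP1 acceptor beads), 6 hr at 25C.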
TCR act – activates T cell receptor signaling. primary human leukocytes, anti-CD3, IL-2 HTRF, 48 h. Potency, µM (series often up to 9.22 µM), inactives show at the highest dose activation of IL-2 secretion, actives largely listed as activators. 330,000 tested, under 10 active. AID 504894; note: % of control where 0% means no effect
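Human primary leukocytes + a-CD3 beads + cpd, 48 hr; IL-2 in supernatant by HTRF (ex 320nm / em 665nm). No co-stimulatory signal supplied.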
Tb PFK inh – inhibitors of T. brucei phosphofructokinase; O15648; T. brucei PFK, ADP-Glo luminescence; Potency, µM (doses to about 57.5 µM), without a hit: top-dose activity, negative = inhibition, actives largely listed as inhibitors; hit rate 0.17% among 330,000; AID 485367;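 note: potency is the fitted concentration of half-maximal effect; 0% = uninhibited 1x PFK enzyme wells and -100% = no-enzyme wells; nearly all actives have a fitted effect of over 60% in size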
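In TEA buffer at pH 8.0 with 5 mM MgCl2, enzyme (1.25 nM) converted F6P (0.5 mM) and ATP (0.1 mM) for 45 min at room temperature. ADP product was read by luciferase luminescence.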
Mito fusion yeast – blocks mitochondrial division or promotes mitochondrial fusion. S. cerevisiae fusion-defective mutant growth rescue, CellTiterGlo 48 h. Potency, µM (series often up to 46.1 µM), inactives show top-dose growth rescue (activation), most hits filed as activators. hit rate 0.23% among 320,000. AID 485298;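 note: potency is the fitted concentration of half-maximal effect; % of control where 0% means no effect; nearly all actives have a fitted effect of over 45% in size; temperature-sensitive fusion mutants such as fzo1-1 at 37 °C on non-fermentable ethanol glycerol medium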
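S. cerevisiae fusion-defective temperature-sensitive mutants (e.g. fzo1-1, mgm1-5) grown 48 h at 37C in YPEG (ethanol/glycerol non-fermentable) medium with 23 nl compound per well; growth rescue read as CellTiterGlo luminescence.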
S-ASM inh – blocks human secretory acid sphingomyelinase. P17405. placental ASM, HMU-PC fluorogenic substrate, 60 min. Potency, µM (top dose mostly 57.5 µM), for the others: at the top dose activity change, negative = inhibition, actives largely listed as inhibitors. hit rate 0.006% among 340,000. AID 504937; note: potency is the fitted concentration of half-maximal effect
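HMU-PC0 cleavage (9 uM final) by human placental ASM, 60 min at 37 °C following 10 min compound exposure at RT; stopped at pH 10, fluorescence Ex 386/Em 447 nm.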
An asterisk follows results filed as active; ? = inconclusive; . = not tested or not shown; [ ] = another dose, or the depositor's remark. Unless noted, calls come from the whole dose curve; as a rule, active = well fitted curve in the direction sought with a large enough effect; inconclusive = small, poorly fitted or top-dose-only effect, or another doubt; inactive = no such curve, though single readings can be large; an effect the other way counts as inactive or inconclusive.

SMILES	Integrin act MD	BCR signal inh	Eya2 phos inh	ELG1 repair inh	PTAP TSG101 blk	TSHR antagonist	A-T KAP1 phos	TCR act	Tb PFK inh	Mito fusion yeast	S-ASM inh
Cc1cc(C)cc(OCC(=O)NN2C(=O)c3ccccc3C2=O)c1	2.1%	-1.5%	-8.5%	1.2%	-4.7%	0.7	10.5%	8.6%	-4.3%	-2.7%	3.8%
N=c1c2c3c(sc2ncn1CCCO)CCCC3	-13.8%	-5.6%	4.1%	12.8%	-6.2%	1.0	-8.5%	1.3%	0.1%	0.2%	-3.1%
Cn1c(Cl)c(/C=N/OC(=O)c2ccc(Cl)cc2)c2ccccc21	-7.3%	11.6%	-18.6%	10.1%	-4.5%	9.9	3.2%	-11.9%	-1.4%	-11.1%	-6.0%
CCC(C)(C)n1nnnc1C(c1ccc(O)cc1)N1CCc2ccccc2C1 (stereo not drawn)	-7.4%	-2.7%	2.3%	3.6%	-3.5%	19.8	3.4%	2.6%	-5.8%	3.7%	-0.4%
O=C(CCc1ccccn1)N1CCCC(N2CCN(c3ccc(F)cc3)CC2)C1 (stereo not drawn)	-41.2%	-7.1%	-4.4%	-11.4%	-6.5%	0.2	11.2%	7.6%	2.4%	0.7%	2.6%
COc1ccc(OCCN2C(=O)c3ccccc3C2=O)c([N+](=O)[O-])c1	-2.4%	?	6.5%	?	-4.3%	2.6	-38.2%	-4.2%	-19.6%	0.3%	-2.1%
Cc1cccc(COCC(Cc2ccccc2)N2CCN(C(=O)c3ccc(C(F)(F)F)cc3)CCC2=O)c1 (stereo not drawn)	-33.5%	?	-6.5%	?	-5.4%	-0.9	18.1%	7.2%	-15.9%	4.9%	-4.4%
Cc1ccc(C(=O)N/C(=C\c2cccs2)C(=O)NCc2ccncc2)cc1	8.9%[7.66 µM]	-5.0%	-2.1%	-3.4%	-4.8%	24.1	-7.0%	.	0.0%	2.4%	-0.7%
CO/N=C/NC(=O)c1c(OC)ccnc1Oc1ccc(Cl)cc1	10.5%	5.9%	2.2%	-4.7%	-3.9%	6.8	5.6%	.	-0.2%	-2.7%	-2.1%
Cc1cc(F)ccc1N1CCC(N2CCN(CCC(C)C)C(CCO)C2)CC1 (stereo not drawn)	-65.0%[inhibitor]	?	3.7%	?	-2.2%	2.9	-4.0%	-6.9%	-6.4%	17.5%	2.8%
CCC(=O)Nc1ccc2nc(SCC(=O)N3CCOCC3)sc2c1	0.8%	1.6%	2.1%	12.7%	-6.4%	0.2	0.2%	1.0%	-3.7%	-0.9%	12.6%
O=C(NCCCN1CCCC1=O)C(=O)NCC1OCCN1S(=O)(=O)c1ccc(Br)cc1 (stereo not drawn)	21.3%	?	18.9%	-1.1%	-3.9%	1.8	24.5%	3.2%	-13.3%	0.6%	-0.6%
CC1Sc2ccc(S(=O)(=O)CCC(=O)N(C)Cc3ccco3)cc2NC1=O (stereo not drawn)	-34.3%	5.0%	-5.0%	-1.0%	1.5%	10.5	8.2%	-6.8%	5.4%	0.3%	-0.3%
COc1ccc(NC(=O)C2CCCNC2=O)cc1 (stereo not drawn)	-27.0%	-0.5%	14.6%	0.0%	-2.4%	-6.9	2.9%	6.0%	0.2%	7.7%	1.8%
COc1cccc(C(=O)OCCN2CCOCC2)c1	-10.6%	1.0%	0.8%	?	-4.0%	-3.8	6.6%	-6.3%	2.6%	7.4%	7.0%
O=C(O)CC(CC(=O)Nc1ccc(C(=O)O)cc1)c1ccccc1 (stereo not drawn)	?	-1.5%	14.3%	9.1%	-1.9%	-1.0	3.2%	0.7%	0.1%	1.1%	2.0%
COc1ccc2ccc(O)c(CN3CCN(S(=O)(=O)c4cc([N+](=O)[O-])ccc4C)CC3)c2c1	-63.8%[inhibitor]	?	-13.8%	-11.5%	-4.8%	8.7	-1.6%	0.5%	0.6%	-1.3%	-3.6%
Cc1ccc(CSC2=NCCN2C(=O)c2ccc([N+](=O)[O-])cc2)cc1	-16.5%	?	1.0%	-21.3%	-0.4%	1.6	0.6%	11.1%	-5.6%	-2.9%	-0.9%
COc1cc(C2=NOC(C(=O)N3CCN(c4ccc(F)cc4)CC3)C2)cc(OC)c1OC (stereo not drawn)	-22.1%	-2.2%	-31.5%	?	-5.5%	-9.1	-2.0%	0.7%	11.3%	2.8%	-2.7%
COc1ccc2c(c1)/C(=N/N1C(=O)c3ccccc3C1=O)C(=O)N2	.	-1.7%	13.0%	-18.4%	.	-1.7	-3.4%	.	0.1%	1.2%	.
COc1cccc(NS(=O)(=O)c2ccc3[nH]cc(C(=O)NC4CC4)c(=O)c3c2)c1	37.8%	?	-17.0%	-17.7%	-4.9%	-15.7	4.6%	-3.2%	6.8%	-0.9%	-7.6%
Cc1[nH]nc2nc(SCC(=O)NC3CCCCC3)n(-c3ccc(Br)cc3)c(=N)c12	10.6%	-9.8%	5.1%	?	-7.9%	-1.2	-4.0%	1.4%	2.2%	-5.0%	-0.5%
O=C(CC(Nc1ccccc1Cl)C(=O)O)c1ccccc1 (stereo not drawn)	-365.4%[inhibitor]	?	3.0%	?	-3.2%	2.1	-2.7%	3.2%	14.4%	-2.1%	5.8%
COc1ccc(CCC(=O)NCCc2nc3ccccc3[nH]2)cc1	2.1%	0.9%	5.9%	14.7%	-4.3%	3.3	-1.4%	5.2%	-0.2%	4.7%	-0.4%
CC(C)Oc1cccc(C(=O)C2CCCN(C(=O)c3ccccn3)C2)c1 (stereo not drawn)	-16.2%	6.1%	-3.0%	?	0.4%	-5.2	-3.8%	-3.3%	13.7%	6.6%	-1.4%
CCCn1c(=O)c2ccccc2n2c(SCC(N)=O)nnc12	17.0%	2.9%	-6.4%	-1.5%	-6.1%	7.5	7.6%	2.4%	-3.3%	-2.8%	1.4%
COc1ccccc1N1C(=O)C2C(C(=O)c3ccccc3)=NN(c3ccccc3)C2C1=O (stereo not drawn)	13.0%	-2.3%	22.6%	-2.2%	?	-1.7	4.5%	-4.7%	2.0%	-5.4%	-1.9%
Cc1ccc2[nH]c3c(=O)n(CC(=O)N4CCN(C)CC4)ncc3c2c1	1.5%	0.2%	6.8%	21.1%	0.6%	2.3	-2.9%	-1.0%	1.3%	3.3%	0.0%
Nc1nncn1C(=O)c1cc(Br)ccc1Cl	20.2%	-5.0%	-2.3%	-0.6%	1.3%	3.1	8.3%	-0.5%	-10.5%	-1.9%	-2.2%
Cc1cc(NC(=O)CN(C)CC(=O)Nc2ccc(F)c(F)c2F)no1	-11.1%	-0.2%	2.9%	?	-0.8%	-0.4	-6.3%	-0.6%	-8.2%	-3.6%	0.0%
O=C(NN1CCOCC1)c1cc(S(=O)(=O)Nc2cccc(C(F)(F)F)c2)ccc1Cl	-26.3%	?	-1.0%	-11.6%	-5.9%	10.6	-2.4%	-0.1%[46.1 µM]	0.0%	-0.4%	-0.8%

Exported with each value named: entries from further up
COc1ccccc1N1C(=O)C2C(C(=O)c3ccccc3)=NN(c3ccccc3)C2C1=O (stereo not drawn)
  Integrin act MD: 13.0% | BCR signal inh: -2.3% | Eya2 phos inh: 22.6% | ELG1 repair inh: -2.2% | PTAP TSG101 blk: ? | TSHR antagonist: -1.7 | A-T KAP1 phos: 4.5% | TCR act: -4.7% | Tb PFK inh: 2.0% | Mito fusion yeast: -5.4% | S-ASM inh: -1.9%

Cc1ccc2[nH]c3c(=O)n(CC(=O)N4CCN(C)CC4)ncc3c2c1
  Integrin act MD: 1.5% | BCR signal inh: 0.2% | Eya2 phos inh: 6.8% | ELG1 repair inh: 21.1% | PTAP TSG101 blk: 0.6% | TSHR antagonist: 2.3 | A-T KAP1 phos: -2.9% | TCR act: -1.0% | Tb PFK inh: 1.3% | Mito fusion yeast: 3.3% | S-ASM inh: 0.0%

Compounds were not picked by outcome. About 3.2% of those tested had a hit in this group.
